ERa coact pot: enhances coactivator binding to human estrogen receptor alpha. TR-FRET ERalpha-LBD/SRC-Cy5 coactivator binding, 2 h; 100 = basal binding, no effect. coactivator binding (% of control), % at 25.6 µM. 86,000 tested, 1.3% active; in the data active = activity above about 200%;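 also: binding measured in presence of low estradiol as agonist stimulus; 0% = peptide alone without receptor and 100% = receptor with peptide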
Target sequence (P03372 whole entry, looked up, the tested form may be a part): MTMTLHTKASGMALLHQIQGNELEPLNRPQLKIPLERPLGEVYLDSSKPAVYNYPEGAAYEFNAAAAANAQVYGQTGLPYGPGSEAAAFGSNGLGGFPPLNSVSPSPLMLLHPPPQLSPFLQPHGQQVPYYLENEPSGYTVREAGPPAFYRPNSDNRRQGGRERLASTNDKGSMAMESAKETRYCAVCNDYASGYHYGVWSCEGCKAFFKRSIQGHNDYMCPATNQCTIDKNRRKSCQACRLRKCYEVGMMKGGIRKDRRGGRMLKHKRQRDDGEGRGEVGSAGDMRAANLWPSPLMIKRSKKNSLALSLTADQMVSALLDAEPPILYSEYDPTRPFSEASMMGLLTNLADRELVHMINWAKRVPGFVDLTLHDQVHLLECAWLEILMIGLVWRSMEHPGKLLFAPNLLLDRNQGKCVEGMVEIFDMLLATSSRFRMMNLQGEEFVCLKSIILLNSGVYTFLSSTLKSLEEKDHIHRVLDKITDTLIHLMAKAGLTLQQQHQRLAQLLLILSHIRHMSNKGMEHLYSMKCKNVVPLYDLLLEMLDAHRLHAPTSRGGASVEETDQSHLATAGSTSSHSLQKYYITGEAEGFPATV
CD11b adhes inh: inhibitors of human CD11b/CD18 binding to fibrinogen. inhibition, % at 10 µM. K562 CD11b/CD18 adhesion to fibrinogen, ATPlite luminescence; Mn2+ added to activate the integrin. 93,000 tested, 0.54% active. AID 1497;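 active = primary inhibition of 50% or more at 10 µM, then 40% or more on retest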; also: some results filed as inactive read as strong as hits
sEH activator: activators of human soluble epoxide hydrolase. activation, % at 2 µM. 91,000 tested, 0.04% active. purified human sEH enzymatic activity, activator screen. P34913; in the data active = activation above about 37%; also: values of inactives mirror those of a sister screen read the other way
ERb SRC1 inh: ER-beta (human) coactivator binding inhibition. Q92731. TR-FRET ER-beta LBD / SRC1-Cy5 peptide binding; receptor agonist-loaded with 1 µM estradiol. inhibition, % at 25.6 µM. 86,000 tested, 1.3% active. AID 633;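 active = compounds whose percent inhibition of the receptor-coactivator binding signal exceeds about 50% in the single-dose screen, limit read from the data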;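 also: 0% = receptor plus peptide wells without compound and 100% = peptide-only wells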
Calb biofilm kill: kills Candida albicans biofilms; C. albicans biofilm + clotrimazole, Alamar Blue; inhibition, % at 6 µM; 85,000 tested, 0.14% active;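 active = inhibition above 20%; inactive = inhibition below 20%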;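 also: preformed 24 hr biofilms exposed to compound for 48 hr; 0% = biofilm without compound and 100% = blank killed by clotrimazole plus chlorhexidine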
Mac1 fbg enh: enhancers of human CD11b/CD18 binding to fibrinogen; K562 CD11b/CD18 adhesion to fibrinogen, ATPlite luminescence; activation, % at 10 µM; 93,000 tested, 0.07% active; AID 1499;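 active = 10 µM primary screen giving 50% or more activity, confirmed by 40% or more on retest at that dose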; also: strong numbers were not always called active; reference of the scale not given here
Smad3 inh: blocks human Smad3 binding to FoxH1 peptide; P84022; TR-FRET Smad3/Dy647-FoxH1 peptide binding, europium anti-His; inhibition, % at 25 µM; 88,000 tested, 0.29% active; AID 630;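 active = compounds that reduce the energy-transfer binding signal between the protein and its labelled peptide by more than half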;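 also: 0% = Smad3 plus labelled peptide maximal FRET and 100% = peptide-only background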
Target sequence (P84022 whole entry, looked up): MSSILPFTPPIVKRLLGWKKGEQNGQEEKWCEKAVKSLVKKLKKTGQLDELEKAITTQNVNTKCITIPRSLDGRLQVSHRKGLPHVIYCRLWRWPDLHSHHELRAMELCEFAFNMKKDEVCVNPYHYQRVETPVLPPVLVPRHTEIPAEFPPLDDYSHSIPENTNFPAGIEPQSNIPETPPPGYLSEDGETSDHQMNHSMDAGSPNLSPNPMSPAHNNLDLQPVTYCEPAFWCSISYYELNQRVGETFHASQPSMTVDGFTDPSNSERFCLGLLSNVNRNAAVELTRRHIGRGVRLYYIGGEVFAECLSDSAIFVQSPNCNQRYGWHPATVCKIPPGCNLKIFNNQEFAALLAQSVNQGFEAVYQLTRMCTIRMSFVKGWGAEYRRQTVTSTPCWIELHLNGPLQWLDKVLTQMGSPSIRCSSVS
sEH inh: inhibitors of human soluble epoxide hydrolase | inhibition, % at 2 µM | AID 707 | recombinant human sEH enzymatic activity assay | P34913 | 91,000 tested, 0.34% active; in the data active = inhibition above about 80%; also: values of inactives mirror those of a sister screen read the other way; many of its hits are not listed in these tables
MT1-MMP txn act: MT1-MMP promoter transcription activation; HT1080 MT1-MMP promoter luciferase reporter, luminescence, overnight; stronger effect = higher value; 86,000 tested, 0.16% active; AID 750; activation factor at 10 µM;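 active = activation factor of at least 2 for MT1-MMP transcription at 10 µM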
* hit, by the source's call; nt = no result given; [ ] = remark or other dose. Some of the compounds tested; count on the stated rates, not on these rows.

| Molecule | ERa coact pot | CD11b adhes inh | sEH activator | ERb SRC1 inh | Calb biofilm kill | Mac1 fbg enh | Smad3 inh | sEH inh | MT1-MMP txn act |
| --- | --- | --- | --- | --- | --- | --- | --- | --- | --- |
| COc1ccc(Cl)cc1S(=O)(=O)N1CCN(C(=O)c2ccco2)CC1 | 107 | -12 | -1 | -4 | 0 | 4 | -1 | 1 | 1.2 |
| Cc1ccc(S(=O)(=O)N2CCOCC2)cc1C(=O)N1c2ccccc2Sc2ccccc21 | nt | 22 | -8 | nt | nt | 4 | nt | 9 | nt |
| CC(C)CC1NC(=O)N(CC(=O)c2ccc3c(c2)OCCO3)C1=O (stereo unspecified) | 83 | -17 | 11 | 1 | 13 | -1 | 0 | -8 | 1.2 |
| COC(=O)C1=C(C(C)=O)C(c2ccc(C(=O)OC)cc2)n2nnnc2N1 (stereo unspecified) | 113 | -27 | 1 | -3 | 10 | 4 | 0 | 0 | nt |
| CN(C)C(C(=O)NC1CCCCC1)c1ccc(Cl)cc1 (stereo unspecified) | 137 | -1 | nt | 3[fluorescence artefact?] | 1 | -2 | 10 | nt | 1.1 |
| CC(=O)NC12CC3CC(C1)CC(C(=O)Nc1nccs1)(C3)C2 | 39 | -8 | nt | -3 | -2 | -8 | 2 | nt | 1 |
| CN(C)c1nc(N(C)C)nc(N(C#N)CCOc2ccccc2)n1 | 97 | nt | -8 | -12 | 4 | nt | 8[fluorescence artefact?] | 10 | 1.2 |
| CCOC(=O)N1CCN(CC(O)COc2c(OC)cccc2OC)CC1 (stereo unspecified) | nt | 20 | 19 | nt | nt | 5 | nt | -19 | 1 |

Part of the list above in another layout.
Sequence of screens: ERa coact pot	CD11b adhes inh	sEH activator	ERb SRC1 inh	Calb biofilm kill	Mac1 fbg enh	Smad3 inh	sEH inh	MT1-MMP txn act
COC(=O)C1=C(C(C)=O)C(c2ccc(C(=O)OC)cc2)n2nnnc2N1 (stereo unspecified)
→ 113	-27	1	-3	10	4	0	0	nt
CN(C)C(C(=O)NC1CCCCC1)c1ccc(Cl)cc1 (stereo unspecified)
→ 137	-1	nt	3[fluorescence artefact?]	1	-2	10	nt	1.1
CC(=O)NC12CC3CC(C1)CC(C(=O)Nc1nccs1)(C3)C2
→ 39	-8	nt	-3	-2	-8	2	nt	1

(next part)
| Molecule | ERa coact pot | CD11b adhes inh | sEH activator | ERb SRC1 inh | Calb biofilm kill | Mac1 fbg enh | Smad3 inh | sEH inh | MT1-MMP txn act |
| --- | --- | --- | --- | --- | --- | --- | --- | --- | --- |
| O=C(Cn1cnc2ccccc2c1=O)NCCC(=O)Nc1ccc2c(c1)OCCO2 | 110 | nt | nt | -7 | 0 | nt | -2 | nt | 1.1 |
| Cc1ccc(/C=C/C(=O)c2ccc(C)cc2)cc1 | 116 | nt | 2 | -9 | 0 | nt | 10 | -2 | 1.3 |
| Cn1c(=O)c2c(nc(SCc3ccccn3)n2C)n(C)c1=O | 83 | -12 | nt | -2 | 6 | -1 | -9 | nt | 1 |
| CCCNC(=O)N1CCN(S(=O)(=O)c2ccc(C)cc2)CC1 | 139 | 7 | -3 | -3 | 9 | -2 | 10 | 2 | 1.2 |
| COc1ccc(CCN(Cc2cc3cc(C)c(C)cc3nc2Cl)C(=O)C2CC2)cc1 | nt | 7 | -1 | nt | nt | -2 | nt | 2 | nt |
| Cc1ccc(-c2nc(=S)c3c(n2CC2CCCO2)CC(C)(C)OC3)cc1 (stereo unspecified) | 87 | 6 | 12 | -6 | 8 | -1 | 9 | -12 | 1 |
| CCn1c(CSc2nc3ccccc3s2)nnc1SCC(=O)c1ccc(O)c(O)c1 | nt | 6 | -11 | nt | nt | 2 | nt | 9 | nt |
| COc1cccc(C(=O)N/N=C2\SCC(=O)N2Cc2ccc3c(c2)OCO3)c1 | nt | -4 | -42 | nt | nt | -2 | nt | 42 | nt |
| CCN1CCN(C(=O)C2c3cc(OC)c(OC)cc3C(=O)N(C)C2c2ccc(SC)cc2)CC1 (stereo unspecified) | 93 | nt | -7 | -14 | 7 | nt | 2 | 7 | 1.1 |
| O=S(=O)(c1cccc(F)c1)N1CCN(Cc2ccc3c(c2)OCO3)CC1 | 71 | 2 | 12 | 4 | -5 | -2 | 3 | -11 | nt |
| COc1ccc(-c2nc(C#N)c(NCCc3ccccc3)o2)cc1OC | 105 | 8 | 4 | 4[fluorescence artefact?] | 1 | -1 | 6 | -4 | 1.8 |
| CCCCOc1ccccc1C1C(C(N)=O)=C(C)Nc2nnnn21 (stereo unspecified) | 111 | -16 | 9 | -9[fluorescence artefact?] | 4 | -4 | 12 | -11 | 1.2 |
| COc1ccc(-n2nnnc2S(=O)(=O)CC(=O)N2CCCCC2)cc1 | 116 | 19 | -13 | -2 | 2 | 1 | 7 | 12 | 0.3 |
| CCOc1ccc(-c2nnc(SCC(=O)N(CC)CC)n2N)cc1 | 102 | -2 | nt | -6 | 2 | 0 | 7 | nt | 1.1 |
| CCSc1ncnc2c1oc1ccccc12 | 106 | -3 | -2 | -3 | 8 | -5 | 11 | 4 | 1.2 |
| COc1ccc(CCNC(=O)c2nnc(Cc3ccc(Cl)cc3)o2)cc1OC | 101 | 6 | -13 | 5 | 8 | 0 | 1 | 13 | nt |
| Cc1c(-n2cc(C(=O)O)c(=O)c3cc(F)c(N4CCCC4)c(F)c32)c(=O)n(-c2ccccc2)n1C | 111 | -22 | nt | 13 | 9 | 1 | 11 | nt | 1.1 |
| COC(=O)c1ccc(CN2CCN(Cc3ccc(C(=O)OC)o3)CC2)o1 | 105 | 6 | 5 | 3 | -5 | 1 | -10 | -6 | 1.1 |
| COc1ccc(CNC(=O)Cn2nc(Cc3cccnc3)c3ccccc3c2=O)cc1 | 107 | -5 | 9 | -1 | 0 | -2 | 6 | -10 | nt |
| O=C1c2ccccc2C(=O)N1CCSc1nnc(-c2ccco2)n1Cc1ccccc1 | 107 | 8 | 4 | -5 | 5 | 0 | 2[fluorescence artefact?] | -1 | 1.3 |
| O=C(C1CCCO1)N1CCN(S(=O)(=O)c2ccccc2)CC1 (stereo unspecified) | 101 | -8 | -5 | -3 | 5 | -1 | 8 | 6 | 1 |
| CCC(C)(C)NC(=O)C(OC(=O)c1ccco1)c1ccccc1OC (stereo unspecified) | 109[fluorescence artefact?] | -9 | 5 | -7[fluorescence artefact?] | 6 | 6 | -5 | -7 | 1 |
| CCOC(=O)c1ccc(N2C(=O)C=CC2=O)cc1 | 75 | 14 | 9 | -1 | 4 | -4 | 5 | -13 | 1 |
| CCN(CC)c1ccc2cc(C(=O)Nc3ccccn3)c(=O)oc2c1 | 121 | nt | nt | 5 | 0 | nt | -23 | nt | 0.6 |
| COc1ccccc1OCCCn1c(=O)oc2ccc(C)cc21 | 118 | -9 | 12 | 0 | -1 | -1 | -9 | -12 | 1.3 |
| CCc1ccc2nc(SCC(=O)N3CC(=O)Nc4ccccc43)c(C#N)cc2c1 | 360* | nt | 2 | -13 | nt | nt | 22[fluorescence artefact?] | 3 | 1.2 |
| CCOCC(O)CS(=O)(=O)c1ccccn1 (stereo unspecified) | 120 | -7 | 8 | 6 | 5 | -1 | 0 | -10 | 1.1 |
| O=C(CSc1n[nH]c(-c2ccccc2)n1)c1ccccc1 | 104 | -20 | 10 | -5 | 11 | -1 | 9 | -7 | 1.3 |
| COc1cc(C=O)ccc1OCCOCCOc1ccccc1Cl | nt | 18 | 0 | nt | nt | -2 | nt | 2 | nt |
| CCOC(=O)c1ccc2c(c1)nc(SCc1cn3ccsc3n1)n2CC | 119 | 3 | -2 | -10 | 5 | -1 | 1 | 0 | 0.9 |
| N#Cc1c(SCc2ccccc2)sc(C(=O)c2ccccc2)c1N | 119[fluorescence artefact?] | -2 | -7 | -3 | 2 | 3 | 2 | 5 | 1.2 |
| COc1ccc(C2=NOC3(CC(=O)N(c4ccc(C)cc4)C3=O)C2)c(OC)c1 (stereo unspecified) | 106 | -9 | 6 | 7 | 2 | -2 | -3 | -5 | 1.1 |
| CCc1c(C)nc(N2CCN(Cc3ccccc3)CC2)[nH]c1=O | 107 | -12 | -4 | -3 | 7 | 0 | -7 | 7 | 1 |
| COC(=O)c1ccccc1NC(=O)CN(C)S(=O)(=O)c1cc(C)ccc1OC | 98 | nt | 16 | -1[fluorescence artefact?] | 4 | -1 | -1 | -16 | 1 |
| CC(C)CNS(=O)(=O)c1ccc(OCC(=O)NCC2CCCO2)c(Cl)c1 (stereo unspecified) | 89 | nt | -23 | -8 | 4 | nt | 11 | 25 | 1.3 |
| NC(=O)NC(Cc1ccccc1)C(=O)Nc1ccc(S(N)(=O)=O)cc1 (stereo unspecified) | nt | 4 | 0 | nt | nt | -6 | nt | -2 | nt |
| CCN(CC)C(=O)CN(c1cc2c(cc1OC)oc1ccccc12)S(=O)(=O)c1ccc(C)cc1 | nt | 22 | 9 | nt | nt | 4 | nt | -7 | nt |
| Cc1cc(C=O)c(C)n1-c1cc(C(F)(F)F)ccc1N1CCOCC1 | 96 | 3 | 3 | -10 | 4 | -6 | 3 | -5 | 1.1 |
| Cc1csc(C(=O)O)c1-n1cccc1 | nt | 1 | 15 | nt | nt | 1 | nt | -12 | nt |
| COc1ccc(-c2c3c(=O)n(C)c(=O)n(C)c3cn2C2CCCCC2)cc1 | 104 | 7 | 0 | -5 | 8 | -1 | 15 | 3 | 1.2 |
| CCOC(=O)Cc1csc(NC(=O)CSc2nnc(-c3cccnc3)n2Cc2ccco2)n1 | 114 | nt | -1 | -9 | 4 | nt | 4 | 1 | 1.3 |
| N#Cc1cnn(-c2ccccc2)c1N | 122 | 0 | -8 | -4 | -5 | 0 | 7 | 8 | 1.1 |
| O=C(/C=C/c1ccccc1Cl)NCCc1ccccc1 | nt | 8 | -46 | nt | nt | -4 | nt | 47 | nt |
| O=C(O)CC1CCS(=O)(=O)C1 (stereo unspecified) | 130 | -9 | 15 | -10 | 3 | 1 | -5 | -16 | 1.1 |
| CN1OC(CC(=O)O)N(c2ccc(Cl)cc2)C1=O (stereo unspecified) | 87 | -1 | -6 | -6 | -3 | -1 | 7 | 8 | nt |
| COC1Cc2ccccc2N(C(=O)N2CCN(CCO)CC2)c2ccccc21 (stereo unspecified) | nt | -2 | 15 | nt | nt | 0 | nt | -18 | 1 |
| Cc1ccccc1NC(=O)CSc1nnc(Cc2ccccc2)o1 | 104 | nt | 11 | -6 | -4 | nt | 1 | -5 | 1.1 |
| CC(C)(C)c1cc(=O)n2c(C#N)c(C#N)nc2[nH]1 | 86 | -4 | -4 | 44 | 6 | -1 | 1 | 5 | 1.1 |
| COC(=O)c1cc(Br)c(=O)n(-c2ccc(OC)cc2)c1 | 93 | -23 | -3 | -1 | 1 | 9 | 6 | 1 | 1.2 |
| CCOC(=O)Cn1nnnc1C(CC)N(Cc1ccccc1)Cc1cc2cc(C)ccc2[nH]c1=O (stereo unspecified) | 99 | 9 | -2 | 3[fluorescence artefact?] | 2 | -3 | 1 | 4 | 1.2 |
| O=C(O)CCCC(=O)N1CC(=O)Nc2ccccc21 | 110 | -2 | -9 | 4 | 10 | -2 | 6 | 8 | 1.1 |
| Cc1ccc(C(=O)O)cc1NC(=S)NC(=O)Cc1ccccc1 | nt | 10 | 15 | nt | nt | 6 | nt | -14 | nt |
| CC1CCC2(CC1)NC(=O)N(CC(=O)Nc1nc(-c3ccc(F)cc3)cs1)C2=O (stereo unspecified) | nt | -4 | 7 | nt | nt | 60 | nt | -9 | nt |
| COc1cc(Cl)c(C)cc1NC(=O)CSc1nnc(-c2cccnc2)n1Cc1ccco1 | 91 | -6 | 2 | 2 | 8 | 4 | 4 | 0 | 1 |
| CCNC(=O)NC(=O)C(C)Oc1ccc(C(=O)OC)cc1 (stereo unspecified) | 103 | -3 | -5 | 9 | 3 | -4 | 0 | 4 | 1 |

From PubChem
